Source: PubChem (several laboratories)
BAP1 inh: human BAP1 deubiquitinase inhibition; Q92560; recombinant BAP1, Ub-AMC hydrolysis fluorescence kinetic; stronger effect = lower value; activity remaining (% of control), % at 20 µM; 72,000 compounds, 0.48% hits; AID 436;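 active = activity remaining at or below 50% of control, provided the compound also passes the data quality filters; inactive = the rest, including low values that fail the filters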;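 also: 100% = DMSO wells rate and 0% = substrate alone blank rate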
HePTP inh: blocks human HePTP tyrosine phosphatase | recombinant HePTP phosphatase activity, OD absorbance | P35236 | 110,000 compounds, 0.64% hits | AID 521 | inhibition, % at 20 µM; in the data active = inhibition above about 50%;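 also: plate controls were vehicle for no effect and reference inhibitor for full effect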
Target sequence (P35236 whole entry, looked up): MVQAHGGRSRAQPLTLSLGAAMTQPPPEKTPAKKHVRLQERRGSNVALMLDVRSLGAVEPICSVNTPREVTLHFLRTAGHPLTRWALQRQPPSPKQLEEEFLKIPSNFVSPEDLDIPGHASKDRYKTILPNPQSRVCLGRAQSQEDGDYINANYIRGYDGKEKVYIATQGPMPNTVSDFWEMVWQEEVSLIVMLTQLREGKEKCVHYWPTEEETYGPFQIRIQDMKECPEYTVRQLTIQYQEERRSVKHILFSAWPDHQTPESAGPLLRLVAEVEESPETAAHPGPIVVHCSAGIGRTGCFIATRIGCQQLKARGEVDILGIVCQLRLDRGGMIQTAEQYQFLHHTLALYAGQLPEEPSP
Numbers without * were called inactive; / = no result given; & = joins results of further samples.

Sample of the layout, 2 compounds:
cpd | BAP1 inh | HePTP inh | canonical_smiles
1 | / | 2.8 | CC(=O)c1ccc(NC(=O)COc2ccc(C)cc2)cc1
2 | 94.5 | 2.9 | CCOc1ccc(C(=O)Cc2ccc3oc(C(=O)O)cc3c2)c(O)c1

The list itself, from the first entry:
cpd | BAP1 inh | HePTP inh | canonical_smiles
1 | / | 2.8 | CC(=O)c1ccc(NC(=O)COc2ccc(C)cc2)cc1
2 | 94.5 | 2.9 | CCOc1ccc(C(=O)Cc2ccc3oc(C(=O)O)cc3c2)c(O)c1
3 | / | 6.9 | CC(=O)NNc1nc2ccccc2s1
4 | 76.5 | 4.6 | O=C(NCCN1CCN(C(=O)c2cc3ccccc3oc2=O)CC1)c1cc2ccccc2oc1=O
5 | 110.0 | 9.3 | Cc1noc(NS(=O)(=O)c2ccc(NC(=O)CSc3ncccn3)cc2)c1C
6 | 123.4 | 8.1 | CC1CC(C)CN(c2ncnc3c2cnn3Cc2ccc(Cl)cc2)C1 (configuration not stated)
7 | 69.7 | 3.7 | Cc1cc(C(=O)OCC(=O)Nc2cc(C)on2)c2ccccc2n1
8 | 102.2 | -8.2 | COc1ccc2c(Cl)c(-c3nnc4n3CCCCC4)sc2c1
9 | / | -12.9 | CCOC(=O)c1[nH]c(C)c(C(=O)N/N=C/c2ccc(-c3ccc(Cl)cc3)o2)c1C
10 | 93.8 | 2.1 | O=C1CC(c2ccccc2)C(C(=O)O)N1 (configuration not stated)
11 | / | -4.6 | CCCCOc1ccccc1C1C(C(=O)OC)=CNC=C1C(=O)OC
12 | / | 6.0 | Cc1no[n+]([O-])c1COc1ccccc1C=O
13 | 125.8 | / | Nc1nc(-c2ccc(Cl)cc2)cs1
14 | 85.0 | 7.9&9.0 | CCOC(=O)C1=C(O)/C(=C/N(C)C)N=C1C
15 | / | -12.1 | O=C(NCc1ccccc1)N(Cc1cc2cc3c(cc2[nH]c1=O)OCO3)CC1CCCO1 (configuration not stated)
16 | / | -2.8 | CC(=O)c1cc2c(cc1NC(=O)CN1CCN(c3cccc(C(F)(F)F)c3)CC1)OCO2
17 | 91.7 | -0.1 | CCOc1ccccc1NC(=O)CSc1nnc(-c2cnccn2)n1CC
18 | 52.5 | 6.1 | CCOC(=O)C(C(=O)OCC)[C@@H]1CS(=O)(=O)C[C@H]1C(C(=O)OCC)C(=O)OCC
19 | 100.2 | -4.6 | COc1cc(C2C(C(=O)c3ccc(C)o3)=C(O)C(=O)N2c2cc(C)on2)ccc1O (configuration not stated)
20 | / | 11.8 | Nc1c(Br)cc2oc(-c3ccccc3)nc2c1Br

An excerpt of these results, in markdown:
| cpd | SMILES | BAP1 inh | HePTP inh |
| --- | --- | --- | --- |
| 17 | CCOc1ccccc1NC(=O)CSc1nnc(-c2cnccn2)n1CC | 91.7 | -0.1 |
| 19 | COc1cc(C2C(C(=O)c3ccc(C)o3)=C(O)C(=O)N2c2cc(C)on2)ccc1O (configuration not stated) | 100.2 | -4.6 |

(further entries)
cpd | BAP1 inh | HePTP inh | canonical_smiles
21 | 86.4 | 6.2 | CCCCOc1ccc(C(=O)CCN2CCCCC2)cc1
22 | / | 8.1 | CC1(CC(=O)NNC(=O)Nc2ccccc2)OCCCO1
23 | 62.6 | -2.2 | CCCc1cc(C(N)=O)c(NC(=O)c2cc(C)on2)s1
24 | 89.6 | 5.7 | C=CCN1C(=O)/C(=C2/Sc3ccccc3N2C)SC1=Nc1c(C)n[nH]c1C
25 | / | 8.4 | COc1ccc2[nH]c(=O)c(CN(C(=O)c3ccccn3)c3ccccc3)cc2c1
26 | 71.9 | 1.6&-11.3 | CCOC(=O)c1c(C)nc2ccccn12
27 | / | -6.2 | FC(F)(F)c1nc2ccccc2n1CC#CCn1c(C(F)(F)F)nc2ccccc21
28 | / | 4.4 | CC1=NN(c2cccc(C(=O)O)c2)C(=O)/C1=C\c1cccc([N+](=O)[O-])c1
29 | 93.1 | -0.3 | CC(C)c1[nH]nc2c1C(c1cccc(OC(=O)N3CCOCC3)c1)C(C#N)=C(N)O2 (configuration not stated)
30 | 104.8 | 11.0 | CCOC(=O)c1oc2ccccc2c1NC(=O)COC
31 | / | 5.1 | CC(C)(O)C#Cc1ccc(C(=O)NCc2ccco2)cc1
32 | / | 9.4 | CCCN1C(=O)c2ccccc2NC1c1cc(OC)c(OC)c(OC)c1 (configuration not stated)
33 | / | 102.9* | CN(C)Cc1c(O)c[n+]([O-])c2ccccc12
34 | / | 9.4 | COC(=O)Cn1c(=NC(=O)CSCC(=O)NC2CCCCC2)sc2cc(OC)ccc21
35 | 88.5 | -4.3&6.3 | O=C(c1ccccc1)N1CCN(C2CC(=O)N(CCc3ccccc3)C2=O)CC1 (configuration not stated)
36 | / | -9.3 | CCCOc1ccc(N2C(=O)CC(N3CCC(C(N)=O)CC3)C2=O)cc1 (configuration not stated)
37 | 109.5 | / | O=C(Cc1ccccc1)Nc1cccc2c1C(=O)c1ccccc1C2=O
38 | / | 8.4 | COc1ccc(C(=O)/C=C/c2cccc(Cl)c2Cl)cc1
39 | / | 6.9 | O=C(c1ccco1)N(CCN(Cc1ccccc1)C(=O)c1ccco1)Cc1ccccc1
40 | / | 6.2 | Cc1ccc(C2=C/C(=C\c3cc([N+](=O)[O-])ccc3Cl)C(=O)O2)cc1

Next compounds:
cpd | BAP1 inh | HePTP inh | canonical_smiles
41 | 76.4 | / | Cc1ccc([N+](=O)[O-])cc1NC(=O)c1cncc(Br)c1
42 | 100.8 | 1.2 | CCc1sc(C(=O)NC2CCN(C)CC2)cc1Br
43 | / | -9.1 | C=C(C)CNC(=S)Nc1sc2c(c1C(=O)OCC)CCCC2
44 | / | 6.8 | Cc1c(C)c2cc(Cl)c(OCc3nn[nH]n3)cc2oc1=O
45 | 90.2 | 5.2 | Cc1ccc(-n2nc3c(c2NC(=O)c2ccc4c(c2)OCO4)CS(=O)C3)cc1 (configuration not stated)
46 | / | -3.6 | CC(=O)N(CCCN(C)C)Cc1ccc2c(c1)OCO2
47 | / | 7.7 | COc1ccc(C(=O)NCC(C)C)cc1OC
48 | 55.3 | -3.1 | CC(=O)c1cc(CN2CCCCC2)cc(OC(C)C)c1
49 | / | 6.4 | CCOc1cc(/C=N\NC(=O)c2ccccc2Cl)cc([N+](=O)[O-])c1O
50 | 81.0 | -8.8 | Cc1cccc(-n2c(SCC(=O)Nc3nonc3C)nnc2-c2ccoc2C)c1
51 | / | 7.0 | C/C(=N\NC(=O)c1cc(-c2ccco2)[nH]n1)c1ccc(O)cc1
52 | 85.4 | 4.0 | c1ccc(-c2cc(N3CCOCC3)nc(-c3ccccc3)n2)cc1
53 | / | -6.8 | CC1=NN(c2ccc(S(N)(=O)=O)cc2)C(=O)/C1=C\c1cccc(Br)c1
54 | 94.2 | -7.7 | O=C(CSc1nnc(C2COc3ccccc3O2)o1)N1CCCCC1 (configuration not stated)
55 | / | -11.0 | COc1ccccc1N1CCN(C(=O)c2ccc(I)cc2)CC1
56 | / | 2.3 | O=C(Nc1cc(Br)cc2cccnc12)c1ccc(Cl)cc1
57 | 58.6 | 2.8 | Cc1cccc2cc(C(c3nnnn3C3CCCC3)N3CCOCC3)c(=O)[nH]c12 (configuration not stated)
58 | 86.1 | -1.5 | CCOc1ccc(-c2n[nH]c(C)c2Oc2ccc(OC)cc2)c(O)c1
59 | 95.8 | 0.0&6.4 | COC(=O)C1=C(C)N(C)C(C)=C(C(=O)OC)C1c1ccccn1
60 | 103.8 | -2.5 | Cc1ccc(SCc2[nH]nc3c2C(c2ccco2)C(C#N)=C(N)O3)cc1 (configuration not stated)

Entries from the list above that have a thiophene ring, fused or not:
cpd | BAP1 inh | HePTP inh | canonical_smiles
8 | 102.2 | -8.2 | COc1ccc2c(Cl)c(-c3nnc4n3CCCCC4)sc2c1
23 | 62.6 | -2.2 | CCCc1cc(C(N)=O)c(NC(=O)c2cc(C)on2)s1
42 | 100.8 | 1.2 | CCc1sc(C(=O)NC2CCN(C)CC2)cc1Br
43 | / | -9.1 | C=C(C)CNC(=S)Nc1sc2c(c1C(=O)OCC)CCCC2

Next section.
cpd | BAP1 inh | HePTP inh | canonical_smiles
61 | 109.9 | 7.8 | Cn1c(=O)[nH]c(=O)c2c1nc(N1CCCCC1)n2CCSc1ncccn1
62 | / | -8.4 | Cc1ccc(O)c(NC(=O)c2cc3nc(-c4ccc(F)cc4)cc(C(F)(F)F)n3n2)c1
63 | 81.5 | -5.3 | CN1CCN(c2nc3c(c(=O)[nH]c(=O)n3C)n2CCSc2ncccn2)CC1
64 | / | 3.4 | CC1=NN(c2nc(-c3ccc(Cl)c(Cl)c3)cs2)C(=O)C1C (configuration not stated)
65 | / | -17.2 | C=CCN1C(=O)C(Cc2ccccc2)SC1=Nc1ccc(C(=O)O)cc1 (configuration not stated)
66 | / | 4.7 | COc1ccc(/C=C2/SC(=S)N(CCC(=O)N3CCN(C4=NC(=O)/C(=C\c5ccc(C)cc5)S4)CC3)C2=O)cc1
67 | / | 8.7 | Cc1c(C#N)c(N=CN(C)C)c(C(=O)c2ccc(Br)cc2)n1-c1ccc(Br)cc1
68 | / | 9.9 | Cc1ccc(/C=C/C(=O)Nc2cccc3ccccc23)o1
69 | 92.0 | -5.5&9.9 | Cc1c(NC(=O)Nc2ccc(Cl)cc2)c(=O)n(-c2ccccc2)n1C
70 | 85.2 | 0.6 | Cc1c(C)n(CC(O)CN2CCCCCC2)c2ccccc12 (configuration not stated)
71 | 154.5 | 8.9 | Oc1ccc(Br)cc1CNn1cnnc1
72 | 134.9 | 1.2 | COCc1[nH]nc2c1C(c1ccsc1)C(C#N)=C(N)O2 (configuration not stated)
73 | / | 6.5 | Clc1cccc(-c2ncnn2-c2cccc(Cl)c2)c1
74 | / | 3.7 | Cc1cc(C(=O)N=Nc2c(O)n(CCCC#N)c3ccccc23)n[nH]1
75 | 93.3 | 10.4 | CC(=O)c1ccc(NC(=O)CN2C(=O)COc3ccc(Cl)cc32)cc1
76 | / | 10.4 | NS(=O)(=O)c1ccc(NC(=O)c2ccc(S(=O)(=O)N3CCOCC3)cc2)cc1
77 | 101.4 | -4.6 | Cc1ccc(N2CC(C(=O)Nc3ccc(N(C)C)cc3)CC2=O)cc1C (configuration not stated)
78 | 110.9 | 7.0 | CCC(=O)c1cc2c(cc1NC(=O)c1cccs1)OCCO2
79 | 91.5 | / | Cc1ccc(OC2=CC(=O)c3c(OC(=O)c4ccccc4)c4ccccc4c4onc2c34)cc1
80 | / | 8.4&8.6 | O=C(NC1CCCCC1)c1cccc(S(=O)(=O)N2CCOCC2)c1

Part of the list above in order of molecular weight, highest first:
cpd | BAP1 inh | HePTP inh | canonical_smiles
79 | 91.5 | / | Cc1ccc(OC2=CC(=O)c3c(OC(=O)c4ccccc4)c4ccccc4c4onc2c34)cc1
7 | 69.7 | 3.7 | Cc1cc(C(=O)OCC(=O)Nc2cc(C)on2)c2ccccc2n1
44 | / | 6.8 | Cc1c(C)c2cc(Cl)c(OCc3nn[nH]n3)cc2oc1=O

(more compounds)
cpd | BAP1 inh | HePTP inh | canonical_smiles
81 | 85.6 | 5.0 | COc1ccccc1Cc1noc(COc2cccc(C)c2C)n1
82 | / | -8.6 | COc1cccc(C2NC(=O)NC(C)=C2C(=O)OCCOC(C)C)c1 (configuration not stated)
83 | / | 4.0 | NS(=O)(=O)c1ccc(NC(=O)c2ccc(Br)o2)cc1
84 | 87.0 | 6.3 | O=S(=O)(c1cccs1)N1CCCc2ccccc21
85 | / | -10.1 | CCCC(=O)NC(c1ccco1)c1c(O)ccc2ccccc12 (configuration not stated)
86 | / | 5.6 | O=C(c1ccccc1)N1CCN(C2CCN(Cc3ccccc3)CC2)CC1
87 | / | -4.3 | CCc1ccc(/C(=C2/OC(=O)c3ccccc32)[N+](=O)[O-])cc1
88 | / | 19.1 | COc1ccc(/C=C/C(=O)Nc2ccc([N+](=O)[O-])cc2OC)cc1Br
89 | 79.4 | 7.2 | CCn1c(=O)c(C(C)=O)nc2ccccc21
90 | / | 0.9 | Cc1ccc(S(=O)(=O)C(CC(=O)c2ccccc2)c2ccc(Cl)cc2)cc1 (configuration not stated)
91 | / | 6.0 | CCCOC(=O)c1ccc(NC(=O)c2ccccc2[N+](=O)[O-])cc1
92 | / | -7.3 | Cc1cccc(NC(=O)CCC(=O)N/N=C/c2cccs2)c1
93 | 83.4 | 0.4 | CC(C)(C)OC(=O)N1CCCC1C(=O)O (configuration not stated)
94 | / | 0.2 | O=C1c2ccccc2C(=O)c2c1cccc2N(Cc1ccccc1)C(=O)C(F)(F)F
95 | 98.2 | 0.5 | COc1ccccc1-n1cnc(N)c1C(C)=O
96 | 87.6 | 3.2 | O=C1CCCc2nc(NCc3ccco3)ncc21
97 | / | -6.8 | O=C(CSC1CC(=O)N(c2cccc(Br)c2)C1=O)Nc1ccc(Cl)cc1 (configuration not stated)
98 | 94.8 | 7.0 | Cc1ccc(CNC(=O)c2cc3c(-c4ccc(Cl)cc4)nn(C)c3s2)o1
99 | 109.4 | 9.5 | O=C(Nc1cccc(-c2cn3ccsc3n2)c1)c1ccccc1
100 | / | -14.0 | O=C(Cn1nc(-c2ccccc2)c2ccccc2c1=O)N1CCCCC1
101 | / | -3.8 | C=CCN1C(=O)/C(=C\c2cc(OC)cc(OC)c2)SC1=S
102 | 40.0* | 11.2 | N#Cc1c(NC(=O)CSc2nnnn2C2CCCCC2)sc2c1CCCC2
